Bioassay records: PubChem, NCI
NCI-60 one-dose screen, 48 h, at 10 µM unless noted. Numbers give growth in % (100 = growth as untreated, 0 = no growth, -100 = all killed).
HOP-92 = HOP-92 NSCLC cells. AID 1794738. hit rate 6.3% among 71,000
CCRF-CEM = CCRF-CEM leukemia; AID 1794778; hit rate 7% among 77,000
K-562 = K-562 leukemia; hit rate 7.4% among 78,000
RPMI-8226 = RPMI-8226 leukemia cells | hit rate 7.5% among 77,000
HOP-62 = HOP-62 NSCLC | hit rate 3.9% among 80,000
MOLT-4 = MOLT-4 leukemia cells. hit rate 6.9% among 80,000
MDA-MB-435 = MDA-MB-435 melanoma; hit rate 7.8% among 82,000
SR = SR leukemia cells. hit rate 8.7% among 73,000
Numbers without * were called inactive; nt = not tested or not shown; & = joins results of further samples; [ ] = dose if it differs, or a comment. How the source made its calls: active means growth percent below 10; inactive means the rest.

SMILES	HOP-92	CCRF-CEM	K-562	RPMI-8226	HOP-62	MOLT-4	MDA-MB-435	SR
CC1=C(C)C[C@]2(Cc3c(C)cccc3C2=O)S(=O)C1 (stereo not given in full)	44.9	63.9	58.2	16.9	88.9	105.9	85.5	96.8
OC(COc1ccc2c(c1)OCO2)CN1CCN(Cc2ccccc2)CC1 (stereo not given)	115.7	nt	100.1	nt	97.0	88.4	99.7	81.4
O=C(NCc1ccccc1)c1ccncc1	88.4	101.8	99.3	100.4	97.7	102.2	113.5	95.9
Cc1ccc(C(=O)c2ccc(CC(=O)NNC(=O)Nc3c(Cl)cccc3Cl)n2C)cc1	95.2	100.8	95.9	94.6	88.6	92.5	100.7	103.5
O=C(CO)c1ccc([N+](=O)[O-])cc1	118.1	nt	95.0	nt	111.6	92.3	104.6	nt
N#C/C(=C\c1c(Cl)cccc1Cl)c1nc(-c2ccc(Cl)cc2)cs1	73.2	90.2	74.5	62.3	101.9	79.2	110.7	71.8
COc1ccccc1CCO	76.6	98.2	96.0	97.9	105.1	106.9	102.5	94.6
CC(=O)c1nc2ccccc2n1CC(=O)c1cccc(Cl)c1	75.6	5.1*	-0.2*	-11.8*	55.8	4.9*	-27.4*	-12.6*
O=C(O)COc1cccc(O)c1	96.5	97.2	102.9	88.6	105.0	104.7	111.3	96.2
O=C(O)/C=C\C(=O)NNc1ccc(Cl)cc1Cl	83.1	78.8	95.8	91.3	68.8	100.6	109.8	98.7
Nc1nc(=O)n([C@H]2CC=C(CO)O2)cc1F	101.0	102.6	96.5	101.0	99.1	90.5	97.8	86.1
Cc1cc(=O)oc2cc(OCCCOc3ccc(/C=C/C(=O)Nc4ccccc4)cc3)ccc12	39.6	101.7	92.5	93.1	33.5	101.8	90.2	72.4
Cn1cc(-c2nn3c(C=O)c(-c4ccc(F)cc4)nc3s2)c2ccccc21	75.7	93.5	97.6	97.6	97.2	93.7	96.5	100.4
O=C(O)c1ccc(-n2cc(CNc3cccc(F)c3)c(-c3ccccc3)n2)cc1	nt	95.6	86.0	69.8	76.4	90.5	106.2	96.5
O=C(CNc1ccccc1)Nc1ccc(-c2nc3ccccc3s2)cc1	96.6	25.7	77.5	87.5	112.0	15.5	87.5	25.5
CN(C)c1ccc(Nc2cc(-c3cccc(OC(F)(F)F)c3)nc3ccc(N4CCCC4)cc23)cc1	85.3	3.8*	-20.9*	-33.0*	61.3	2.9*	-73.6*	-14.6*
COc1ccc2c(c1)Cc1c-2cc(Br)c(N)c1Br	76.7	97.7	131.4	97.6	79.1	120.2	nt	105.0
COc1cc(Cn2cc(C#N)c(N)c2C(=O)c2ccc(Br)cc2)cc(OC)c1OC	101.9	109.4	98.2	104.8	90.5	97.9	89.4	90.6
Cn1nc(C(F)(F)F)cc1-c1cnc(C#N)nc1NC1CCCCCC1	73.9	92.0	97.4	83.1	99.6	89.6	106.2	103.3
C=CCN(CC=C)C(=O)OC(C)C	87.1	nt	108.3	110.1	106.8	104.1	101.5	89.8
O=S(=O)(O)C(C(I)I)S(=O)(=O)O	105.7	105.1	105.1	114.0	108.7	102.8	103.8	100.8
CCN(CC)CC(O)C=O (stereo not given)	105.9	107.1	101.2	nt	99.0	102.2	108.0	95.6
Cc1ccccc1C(=O)Nc1ccc(Cl)cc1Cl	90.4	99.8	93.0	101.3	92.0	81.9	97.3	93.6
N/C=N/O	99.9	100.6	93.8	107.1	101.1	95.4	112.3	68.8
Nc1nc(-c2ccc(Cl)cc2)nn1-c1nc2ccccc2s1	82.8	93.5	83.8	nt	79.8	91.8	64.9	54.1
O=C1N2C(=NC1(c1cccnc1)c1ccccn1)Nc1nc3ccccc3n1C2c1ccccn1 (stereo not given)	132.1	90.5	89.4	96.2	65.1	88.8	103.0	85.2
CN(C)N=Nc1cc(C#N)cc(C#N)c1	91.8	101.1	97.5	105.7	98.2	101.8	89.4	111.4
CC1=C(C(=O)Nc2ccccc2)C(c2ccc3c(c2)OCCO3)NC(=O)N1 (stereo not given)	nt	nt	98.5	nt	103.9	100.6	101.8	92.9
COc1cc(/C=C/C(=O)/C=C/c2cc(OC)c3c(c2)OCO3)cc2c1OCO2	83.9	nt	50.9	-10.5*	106.0	91.2	-21.2*	33.6
O=C1NC(=O)C(CCc2ccccc2)(c2ccccc2)N1 (stereo not given)	65.3	76.6	99.3	nt	107.2	92.9	105.0	81.9
Cc1ccc(Nc2nc(N)nc(N)c2N)cc1C	nt	90.8	100.5	103.4	104.0	101.4	102.5	63.7
COc1cc(/C=C2/C(=O)Nc3ccc(Cl)cc32)ccc1OCc1ccc(F)cc1	72.2	81.9	89.6	103.6	86.9	91.1	101.1	58.4
NC1=NC(c2ccccc2Cl)c2c(n[nH]c2N)N1 (stereo not given)	58.7	21.8	20.8	90.4	53.3	41.7	40.4	48.9
Cc1[nH]n(C(=S)Nc2nc3cc(Cl)c(F)cc3s2)c(=O)c1N=Nc1ccc(S(N)(=O)=O)cc1	97.2	93.6	109.0	77.4	115.1	111.7	105.6	136.4
COc1ccc([C@H]2[C@H](C(=O)Nc3ncccn3)c3ccccc3C(=O)N2c2ccccc2)cc1	nt	nt	101.3	nt	nt	79.3	96.7	49.7
O=C(Nc1ccccc1)OC(CCl)C(Cl)CCl (stereo not given)	99.2	94.4	99.0	93.5	98.7	105.3	108.0	90.1
Cc1nc(Br)c(Br)c(C)c1Br	85.0	86.6	85.9	105.0	94.9	82.2	84.7	100.2
CC1(C)CC(=O)C(Cc2cn(Cc3ccccn3)nn2)(Cc2cn(Cc3ccccn3)nn2)C(=O)C1	84.9	95.0	108.3	98.3	nt	99.6	114.3	94.1
Clc1ccc(OCc2nnc(-c3ccccc3)o2)c(Cl)c1	nt	84.2	87.6	96.1	95.3	98.4	104.6	93.0
Cc1ccc(C(C)C)c(OCCOCCCl)c1	64.5	nt	105.0	92.1	104.7	99.7	97.3	91.5
O=S(=O)(Nc1nc(-c2nc(-c3ccccc3)no2)cs1)c1cc(Cl)cc(Cl)c1	87.7	97.1	95.4	104.4	76.4	15.1	104.1	nt
CCOC(=O)c1c2c(cn1Cc1cccc(OC)c1OC)-c1oncc1CC2	95.4	98.7	102.2	105.1	nt	110.6	102.8	104.3
COc1ccc(/C(C)=N/NS(=O)(=O)c2ccc(C)cc2)cc1OC	69.0	101.6	110.6	95.3	117.3	98.2	103.2	137.1
O=C1C=Cc2ccccc2C1=C1SCCS1	95.7	90.4	91.3	101.1	99.3	89.2	96.2	97.7
CC(=O)Oc1ccc(C)cc1	101.1&116.2	113.3&92.9	109.9&107.8	nt	97.0&100.0	95.8&97.1	113.0&104.1	114.9
C=CCSC1=N/C(=C\c2cn(-c3cccc(Cl)c3)nc2-c2ccc(OC)cc2)C(=O)N1c1ccc(OC)cc1	96.0	79.6	104.9	96.3	85.2	86.7	84.3	85.8
Oc1ccc2nc(-c3cnn4cccnc34)sc2c1	93.1	85.5	83.9	94.4	100.5	89.6	104.5	74.6
CC(=O)OC1CCC(C2CCCCC2)CC1 (stereo not given)	nt	58.1	105.1	99.4	96.2	105.1	108.7	97.4
O=C(NC(=S)NNC(=S)NNc1ccccc1)c1ccccc1	nt	nt	9.5*	19.8	43.0	39.3	4.9*	nt
CC(C)(C)n1cc(-c2ccnc(NCCCNS(=O)(=O)c3ccc(Cl)cc3)c2)c(-c2ccccc2)n1	14.3	66.9	nt	61.8	90.2	66.2	89.6	30.2

(next part)
SMILES	HOP-92	CCRF-CEM	K-562	RPMI-8226	HOP-62	MOLT-4	MDA-MB-435	SR
CC(Oc1ccccc1-c1ccccc1)C(=O)O (stereo not given)	117.6	103.0	117.8	99.7	93.8	96.9	113.5	93.7
O=[N+]([O-])c1ccc(-c2cs/c(=N\N=C\c3ccc(Cl)cc3)n2/N=C/c2ccc(Cl)cc2)cc1	128.1	101.0	84.2	96.0	89.2	94.3	104.0	88.0
O=C1C(c2cccc3ccccc23)=C(c2c[nH]c3ccccc23)C(=O)N1CCO	97.9	110.9	nt	105.0	101.6	nt	116.9	nt
O=C1[C@@H]2Cc3c([nH]c4ccccc34)[C@H](c3c(Cl)cccc3Cl)N2C(=O)CN1C1CCN(Cc2c(Cl)cccc2Cl)CC1	54.2	83.6	91.2	85.2	86.8	82.8	93.0	82.8
O=S(=O)(c1ccc(F)cc1)c1nc(-c2ccccc2)oc1SCc1ccc(F)cc1	55.2	76.5	74.8	51.3	88.2	59.9	92.3	63.7
O=C(Cn1c(=O)ccn(CCCCCCCCOc2ccc(Br)cc2)c1=O)Nc1ccc(Oc2ccccc2)cc1	32.6	53.5	31.1	33.4	55.7	39.9	46.0	38.3
COc1ccc(SC2c3cc(OC)ccc3Oc3nc(N)c(C#N)c(N)c32)cc1 (stereo not given)	116.3	4.2*	65.7	56.3	68.2	55.4	87.5	29.5
C=C(C)[C@@H]1CC[C@]2(C)[C@H](CC[C@@H]3[C@@H]([C@@](C)(O)CCC=C(C)C)CC[C@]32C)[C@@]1(C)CCC(=O)N1CCN(C)CC1	-89.9*[100 µM]	-27.6*[100 µM]	1.8*[100 µM]	-38.4*[100 µM]	-93.0*[100 µM]	-41.2*[100 µM]	-82.6*[100 µM]	7.0*[100 µM]
CCOC(=O)c1c(Nc2ccccc2)nn2c(-c3ccc(Cl)cc3)ccnc12	nt	16.2	81.1	91.7	56.7	86.0	84.2	72.7
CCOP(=O)(OCC)/C(=C\N1C(=O)CC(=O)NC1=S)C(=O)OC	106.7	103.1	103.1	101.2	88.0	100.2	101.6	96.7
CCCC(=N)OCC	nt	99.6	103.6	103.4	83.1	96.6	99.8	90.3
COC(=O)CCN1C(=O)/C(=C/c2ccc(O)cc2)SC1=S	30.2	72.5	97.0	112.7	100.1	102.5	98.3	82.3
CCCCCCC(C(=O)O)(C(=O)O)C1CCCCCC1	90.6	121.4	114.8	104.5	92.9	nt	101.4	94.0
COc1ccc(Nc2nc(C)c(C(=O)/C=C/c3cccc(OC)c3)s2)cc1	96.2	58.7	62.3	51.8	102.4	76.9	76.9	51.6
O=[N+]([O-])c1c(C=Nc2ccccc2)oc(-c2c(O)ccc3ccccc23)c1-c1c(O)ccc2ccccc12	99.1	91.8	90.6	88.7	82.0	97.0	100.9	71.6
Cc1[nH]cnc1/C=C1\SC(N2CCCCC2)=NC1=O	100.1	99.3	96.8	nt	104.6	100.3	108.2	97.7
COc1cc(CNC(=O)CCCC/C=C/C(C)C)ccc1OCc1cn(-c2cccc(Cl)c2)nn1	62.4	87.3	84.9	86.3	71.4	92.8	98.6	85.6
Cn1ccc2c1CC1CN(C3CCCC3)C(=O)C1C2C(=O)O (stereo not given)	96.5	101.7	101.0	109.6	97.2	102.1	100.2	108.6
OB(O)c1cccc(-c2nc3ccc4[nH]ncc4c3c3c2CCCC3)c1F	27.1	29.7	66.2	50.7	29.3	52.0	44.4	48.7
CCCCCC(=O)OCc1ccccc1	96.3	nt	84.9	102.4	97.0	86.3	96.3	85.4
COc1ccc(/C=N/Nc2nc(Nc3ccccc3)nc(Nc3ccc(S(N)(=O)=O)cc3)n2)cc1	95.7	45.9	49.4	47.7	80.4	44.5	76.6	48.5
Cc1cc2nc(C(Cl)Cl)nc(-c3ccccc3)n2n1	72.9	79.1	66.4	63.0	31.9	53.1	68.9	20.6
CC(=O)c1ccc2ccc3ccccc3c2c1	93.8	94.3	91.4	97.2	91.5	95.9	104.3	86.5
Cn1ccnc1C(=O)/C=C/c1ccc(C(=O)Nc2ccccc2O)cc1	81.4	-9.4*	7.4*	-11.9*	12.7	17.0	69.3	-21.2*
Oc1[nH]c2ccccc2c1/C=c1/ccc2c(c1)N=C(c1cccs1)N=2	nt	41.4	22.4	56.7	69.5	36.7	42.7	36.9
O=C1Nc2ccc(Br)cc2C1=N/C=c1\[nH]c(=O)/c(=C/c2ccc(Cl)cc2)s1	83.2	87.9	81.0	98.2	84.1	90.9	103.8	81.6
